Tb MetRS inh = T. brucei MetRS inhibitors, primary screen, biochemical, luminescence; 360,000 tested, 0.4% active; purified T. brucei MetRS, ATP depletion, Kinase-Glo luminescence; inhibition, % at 11.9 µM;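 active = inhibition above a per-plate cutoff of the control wells' mean inhibition plus 3 SD, cut at about 5.5% in these data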;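 also: 0% = DMSO wells median and 100% = median of wells with control inhibitor compound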
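Test system – parasite MetRS enzyme · Reagent – substrates ATP, L-methionine and bulk Escherichia coli tRNA · Doses – 11.9 µM compound single dose, 0.9% DMSO · Times – 15 min enzyme-compound preincubation, 2 h reaction, 10 min detection, 25 °C · Signal – Kinase-Glo luminescence, ATP depletion format · Controls – DMSO-only wells as low control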
SUMO1 PPI mod = modulators of SUMO1 protein-protein interactions, primary screen, biochemical, uHTS | AID 602429, 2012 | inhibition, % at 20 µM | 360,000 tested, 0.33% active | Small ubiquitin-related modifier 1 (Homo sapiens), P63165 | SUMO1 binding to a labelled peptide, TR-FRET, 1 h; in the data active = inhibition above about 37%
Target sequence (P63165 whole entry, looked up): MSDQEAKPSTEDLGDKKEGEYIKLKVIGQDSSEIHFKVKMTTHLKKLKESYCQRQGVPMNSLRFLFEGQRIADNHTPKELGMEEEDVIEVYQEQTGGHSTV
NRP1-CendR mod = modulators of CendR peptide binding to NRP-1, primary screen, biochemical, fluorescence polarization, uHTS | Neuropilin-1 (Homo sapiens), O14786 | FAM-RPARPAR peptide binding to NRP-1 | inhibition, % at 25 µM | 360,000 tested, 0.85% active | AID 602438, 2012;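 active = inhibition or corrected inhibition above about 18%, plus a signal ratio from 0.5 to 1.5, limit read from the data, passing the limit was not always enough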; also: strong numbers were not always called active
Neddyl block = inhibitors of cullin neddylation, primary screen, biochemical, TR-FRET, uHTS, NAE and Ubc12. NEDD8-conjugating enzyme Ubc12 (Homo sapiens) + NEDD8-activating enzyme E1 regulatory …. calls only at 25 µM. AID 651699, 2012. 360,000 tested, 0.58% active; in the data active = inhibition above about 36%
Target sequence (P61081 whole entry, looked up): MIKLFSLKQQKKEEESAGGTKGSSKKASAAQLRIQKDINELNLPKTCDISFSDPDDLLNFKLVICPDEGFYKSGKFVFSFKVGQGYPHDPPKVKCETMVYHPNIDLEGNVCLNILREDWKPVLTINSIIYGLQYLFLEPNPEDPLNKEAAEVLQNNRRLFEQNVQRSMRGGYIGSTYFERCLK
Target sequence (Q13564 whole entry, looked up): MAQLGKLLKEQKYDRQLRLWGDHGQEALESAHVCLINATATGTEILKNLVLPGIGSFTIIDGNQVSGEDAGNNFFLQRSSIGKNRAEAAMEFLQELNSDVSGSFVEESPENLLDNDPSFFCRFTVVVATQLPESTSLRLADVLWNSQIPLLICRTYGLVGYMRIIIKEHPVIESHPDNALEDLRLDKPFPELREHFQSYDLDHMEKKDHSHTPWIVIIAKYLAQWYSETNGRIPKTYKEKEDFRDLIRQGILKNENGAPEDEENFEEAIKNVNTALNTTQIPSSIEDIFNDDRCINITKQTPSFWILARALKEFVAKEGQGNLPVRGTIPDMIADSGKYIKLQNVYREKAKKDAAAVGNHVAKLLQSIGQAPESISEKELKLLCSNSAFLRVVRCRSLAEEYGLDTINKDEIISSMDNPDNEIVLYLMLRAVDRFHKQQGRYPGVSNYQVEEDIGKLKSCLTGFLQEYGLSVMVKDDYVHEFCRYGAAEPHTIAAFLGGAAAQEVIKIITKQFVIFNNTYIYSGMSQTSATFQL
LMPTP block = LMPTP phosphatase inhibitors, primary screen, biochemical, fluorescence intensity, uHTS; Low molecular weight phosphotyrosine protein phosphatase (Homo sapiens), P24666; recombinant LMPTP-A, OMFP fluorogenic substrate; inhibition, % at 20 µM; 360,000 tested, 0.22% active; AID 651560, 2012;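 active = compounds that cut the enzyme signal by at least half of the control window in the single-dose screen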;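 also: plate controls were DMSO wells with enzyme plus substrate for no effect and substrate without enzyme for full effect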
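Test system – LMPTP-A enzyme · Amount – LMPTP-A at 0.625 nM final in the reaction · Buffer or medium – Bis-Tris pH 6.0, DTT, detergent · Reagent – OMFP 400 µM · Doses – single 20 µM dose · Schedule – reaction 50 min, room temperature, dark · Detection – fluorescence intensity of OMFP turnover product · Evaluation – percent inhibition versus substrate-only and uninhibited controls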
DNMT1 inh = human DNMT1 methyltransferase inhibitors, primary screen, biochemical, molecular beacon, fluorescence, HinP1I cleavage, uHTS; DNA (cytosine-5)-methyltransferase 1 (Homo sapiens), P26358; inhibition (reported as % activation of signal), % at 10 µM; 360,000 tested, 0.83% active; in the data active = inhibition above about 50%
Scp1 inh = Scp-1 phosphatase inhibitors, primary screen, biochemical, colorimetric, uHTS. Carboxy-terminal domain RNA polymerase II polypeptide A small phosphatase 1 (Homo …. Recombinant Scp1, phosphopeptide, malachite green phosphate absorbance. inhibition, % at 20 µM. 340,000 tested, 0.88% active;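 active = inhibition above about 50% at 20 µM, limit read from the data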;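 also: plate controls were DMSO wells with enzyme for no effect and wells lacking enzyme for full effect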
Target sequence (Q9GZU7 76-261 limits assumed): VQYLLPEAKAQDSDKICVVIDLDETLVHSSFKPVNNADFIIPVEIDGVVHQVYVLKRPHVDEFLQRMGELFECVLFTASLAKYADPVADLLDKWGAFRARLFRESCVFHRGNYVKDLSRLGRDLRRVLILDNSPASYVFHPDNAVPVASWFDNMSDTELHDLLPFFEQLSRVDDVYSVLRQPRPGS
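System: truncated SCP-1 phosphatase (76-261aa); medium: Tris acetate buffer pH 5.5 with MgCl2 and Tween-20; incubation: 45 min room-temperature reaction, 5 min colour, 30 min stabiliser; compound: single 20 µM dose, 1% DMSO; reagent: Phosphorylated 17-residue peptide substrate; read-out: % inhibition at 20 µM; technique: colorimetric free-phosphate detection, absorbance 630 nm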
STEP inh = STEP phosphatase inhibitors, primary screen, biochemical, fluorescence intensity, uHTS; 360,000 tested, 0.25% active; inhibition, % at 20 µM; Tyrosine-protein phosphatase non-receptor type 5 (Homo sapiens), P54829; recombinant STEP, OMFP fluorogenic substrate;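 active = inhibition at 20 µM, scaled per plate between control wells, above about 37%, limit read from the data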;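 also: 0% = DMSO with enzyme and substrate and 100% = substrate only without enzyme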
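medium = Bis-Tris buffer pH 6.0, 2.5 mM DTT, 0.005% Tween 20 | test system = STEP (striatal-enriched tyrosine phosphatase) enzyme, cell-free | measure = normalized % inhibition | compound dosing = 20 µM, 1% DMSO | also added = 25 µM OMFP | schedule = reaction 20 min, ambient temperature | measured by = fluorescence read at 480 nm ex / 540 nm em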
NadD inh = inhibitors of S. aureus NadD, primary screen, biochemical, colorimetric, uHTS | purified NadD enzyme, colorimetric absorbance read-out | inhibition, % at 20 µM | 360,000 tested, 0.78% active | AID 602399, 2012; in the data active = inhibition above about 26%; also: some compounds past the cut are filed as inactive
SKN-1 block = suppressors of acrylamide-induced Pgst-4::GFP reporter in worms, primary screen, SKN-1 inhibitor project, whole organism, uHTS, GFP/RFP fluorescence ratio, strain VP596; C. elegans VP596 Pgst-4::GFP/RFP ratio, 24 h; 360,000 tested, 0.49% active; AID 624304, 2012; inhibition, % at 21.8 µM;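 active = interference check ratio from 0.5 to 1.5 plus GFP to RFP signal ratio inhibition reaching or exceeding a fixed threshold, cut at about 30% in these data, passing the limit was not always enough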; also: some compounds called inactive have numbers as strong as hits
Starred values were filed as active, the others as inactive; i = inactive; nt = not tested or not shown; & = joins results of further samples. Hits appear at their usual frequency, and some 4.6% of all compounds hit somewhere here.

Values run as follows: Tb MetRS inh | SUMO1 PPI mod | NRP1-CendR mod | Neddyl block | LMPTP block | DNMT1 inh | Scp1 inh | STEP inh | NadD inh | SKN-1 block
CCOC(=O)c1c(CN2CCCCC2)oc2ccc(OC)cc12
    -0.5&-0.2 | 1&-2 | 10&4 | nt | -0.5&-1.3 | -2&3 | -8&-13 | -2&-1 | 2&3 | 1&1
CCCCC(=O)NC(c1ccccc1Cl)c1ccc2cccnc2c1O (centres undefined)
    -0.1 | -1 | -4 | i | 2.0 | -5 | 0 | 3 | -1 | 24
CC(OC(=O)c1cnc(Cl)c(Cl)c1)C(=O)NCc1ccccc1 (centres undefined)
    -0.4 | -3 | 16 | i | -0.2 | 3 | 10 | -1 | -2 | -8
Cc1cccc(/C=C(\C#N)C(=O)Nc2ccccn2)c1
    0.3 | -10 | -8 | i | -2.4 | 1 | -12 | -3 | -10 | -13
CCc1cccc(C)c1NC(=O)COC(=O)c1c2c(nc3ccccc13)/C(=C\c1cccs1)CCC2
    -0.4 | 0 | 0 | i | 3.6 | -12 | 1 | 2 | 21 | 22
CCn1c(=O)c(C(=O)Nc2ccc(C)cc2C)c(O)c2ccccc21
    0.4 | -2 | 6 | i | 1.8 | 32 | -16 | -2 | -6 | -11
Cc1cc(C)nc(N(C#N)S(=O)(=O)c2ccccc2)n1
    -1.4 | -3 | -18 | i | -1.3 | 3 | -7 | -5 | 1 | 12
N#Cc1c(NC(=O)C2CCCO2)sc2c1CCCCC2 (centres undefined)
    -0.3 | -5 | -6 | i | -1.4 | -3 | -5 | 3 | 5 | -7
COc1ccc(C(c2nnnn2C2CCCCC2)N2CCN(C)CC2)c(OC)c1 (centres undefined)
    -0.3 | 2 | 4 | i | -0.3 | 0 | -3 | -1 | -6 | 16
COc1ccccc1C(=O)NN1C(=O)C2C3C=CC(O3)C2C1=O (centres undefined)
    0.1 | -2 | 9 | i | -0.4 | -1 | -11 | 1 | 6 | 6
COc1ccccc1C1c2c(C)nn(-c3ccccc3)c2NC(=O)C1NC(=O)c1ccccc1 (centres undefined)
    -0.5 | -3 | 3 | i | -1.7 | 1 | -10 | -1 | -2 | 5
CC(Oc1cccc(Cl)c1)C(=O)Nc1ccccc1N1CCCC1 (centres undefined)
    -0.3 | 5 | 4 | i | 0.7 | 5 | 2 | -1 | -2 | -10
CC(C)NC(=O)CSc1c2c(nc3ccccc13)CCCC2
    -0.1 | -6 | 3 | i | -1.0 | 1 | -3 | 1 | 0 | 4
CCOc1ccc(/C=C2/SC(=S)N(C(C(=O)O)c3ccccc3)C2=O)cc1OCC (centres undefined)
    0.8 | -13 | -65 | i | 2.7 | 4 | -3 | 3 | 19 | 7
COc1ccc(S(=O)(=O)N2CCN(C)CC2)cc1C(=O)N1CCCCC1
    -0.1 | -1 | -2 | i | -2.6 | 2 | -13 | -1 | -1 | 5
O=C(Nc1ccc(S(=O)(=O)Nc2cnc3ccccc3n2)cc1)c1ccc(Cl)c([N+](=O)[O-])c1
    12* | 1 | -1 | i | 1.0 | -5 | -9 | -2 | -3 | 1
CCOC(=O)C1(Cc2cccc(OC)c2)CCN(Cc2cccc(OC)c2O)CC1
    -0.6 | 0 | 3 | i | 1.3 | 0 | -6 | 2 | -6 | 10
CCC(=O)NC(=S)Nc1ccc(NC(=O)c2cc3ccccc3o2)c(OC)c1
    -1.4 | 2 | -13 | nt | 5.2 | 40 | -6 | 4 | 0 | -10
O=C(Nc1nc(-c2ccccn2)cs1)Nc1ccc(F)cc1F
    -0.1 | 2 | -4 | i | 2.4 | -2 | -7 | 12 | 7 | 6
C/C(=N/NC(=O)c1ccncc1)c1ccccc1
    -0.1 | 7 | 9 | i | 0.8 | 4 | -6 | 1 | 2 | -1
CC(NC(=O)CCc1ccccc1)c1cc2c(cc1Cl)OCCO2 (centres undefined)
    -0.8 | 0 | -11 | i | -0.5 | -3 | -1 | 2 | -5 | 3
CC(C)(C)OC(=O)C[C@H]1C/C=C\C[C@@H](CC(=O)N(CCO)Cc2ccccc2)C(=O)N2CCC[C@H]2COC1=O
    -1.4 | 6 | 9 | i | -0.8 | 0 | -2 | -2 | 1 | 0
CCOC(=O)CCC(=O)c1c(C)oc2ccc(OC)cc12
    -0.8 | 0 | 1 | i | -0.2 | 0 | -11 | 0 | 3 | 17
c1ccc(Cc2nn3c(COc4ccccc4)nnc3s2)cc1
    0.2 | -5 | 6 | i | 3.1 | 7 | -4 | 4 | 4 | 5
c1csc(Cc2nc(-c3ccc(-n4cccc4)cc3)no2)c1
    -0.3 | 13 | 0 | i | 2.6 | -11 | -19 | 3 | 0 | 11
CC(C)C(C(=O)Nc1sc2c(c1C#N)CCCCC2)N1C(=O)c2ccccc2C1=O (centres undefined)
    -1.1 | 0 | -4 | i | 2.0 | -7 | -12 | 2 | 3 | 24
O=C(CN1C(=O)/C(=C/c2ccco2)SC1=S)NC1CCS(=O)(=O)C1 (centres undefined)
    3.9 | 31 | -38 | i | 6.8 | 76* | 58* | 45* | 11 | 14
CCOc1ccc2c(c1)s/c(=N\S(=O)(=O)c1ccc(OC)cc1)n2C(F)F
    0.3 | 1 | 0 | i | 1.2 | -3 | -18 | 0 | -6 | 15
Cc1ccc(C2/C(=C(\O)c3c(C)nc4ccccn34)C(=O)C(=O)N2CCN(C)C)o1 (centres undefined)
    0.2 | -4 | 10 | i | -2.9 | -4 | -11 | 1 | 4 | -5
CCN(CC)CC(=O)n1c2c(c3ccccc31)CCCC2
    -0.3 | 2 | -2 | i | -1.1 | 2 | 1 | 1 | -10 | -7
CC[C@@H]1Cc2[nH]c(=O)[nH]c(=O)c2[C@H](c2ccc(Cl)cc2)O1
    -0.3 | -3 | -13 | i | -1.1 | nt | nt | nt | 2 | 1
COc1ccc2c(c1)C(=O)OC2CC(=O)O (centres undefined)
    0.2 | 1 | 4 | i | -1.6 | 1 | 1 | -1 | 0 | 7
CN(CCc1ccccn1)C(=S)Nc1ccc(Cl)c(Cl)c1
    1.5 | 1 | -2 | i | 1.9 | 2 | -11 | 2 | -26 | 10
Cc1cccc(C#N)c1NC1=CC(=O)CC(C)(C)C1
    -1.1 | -1 | 0 | i | -1.8 | 4 | 0 | -2 | -1 | -2
Cc1c(Cl)cnc(NC(=O)COC(=O)C2CC2)c1Cl
    -0.1 | 6 | -7 | i | -0.1 | 14 | -6 | 1 | 1 | 18
O=c1[nH]nc(SCc2nc3ccccc3s2)n1C1CC1
    -0.4 | 0 | -4 | i | -0.1 | -5 | -1 | -2 | 2 | 0
O=C(OCc1cc(Cl)cc2c1OCOC2)c1cccnc1Cl
    -0.2 | 10 | -3 | i | 2.0 | 1 | 0 | 0 | -4 | -12
COc1cccc(-c2cc(C(=O)N3C(C)CCCC3C)no2)c1 (centres undefined)
    0.0 | 0 | -1 | i | 1.2 | -2 | 3 | 1 | -10 | 13
COC(=O)CN1C(=S)N(c2ccc(F)cc2)C(=O)C1CC(=O)Nc1ccccc1 (centres undefined)
    -0.9 | -2 | 0 | i | 0.1 | -2 | -9 | -2 | -7 | -8
Cc1cc(NC(=O)CSc2ncnc3c2cnn3-c2ccccc2)no1
    -0.9 | 1 | 11 | i | -0.3 | 1 | -1 | -1 | 1 | -13
Cc1ccc(-c2cc(C(=O)O)c3ccccc3n2)s1
    -0.5 | -2 | -109 | nt | -2.0 | 1 | 18 | 0 | -6 | 4
O=[N+]([O-])c1ccc(O)c(/C=N/n2cnc3ccccc32)c1
    0.0 | -22 | -11 | i | 0.8 | -5 | -5 | 1 | -1 | -5
C=CCOc1ccc(C(=O)O)cc1Cl
    -0.2 | 5 | 12 | i | -1.4 | 3 | -5 | -2 | 2 | -11
COc1cccc(CNC[C@H]2O[C@@H](n3ccc(N)nc3=O)[C@H](O)[C@@H]2O)c1OCc1ccc(F)cc1Cl
    0.5 | 2 | 1 | i | -0.8 | 2 | nt | -1 | -4 | -7
COCCN1C[C@@H](CO)O[C@@H](n2cnc3c(N4CCN(C)CC4)ncnc32)C1
    -0.3 | -1 | 6 | i | -3.5 | 0 | nt | 0 | -5 | -9
O=C(OC12CC3CC(CC(C3)C1)C2)c1ccc(NCc2cc(O)ccc2O)cc1
    -0.4 | 6 | -13 | i | 1.8 | -32 | 7 | -4 | 10 | 4
CCOc1ccccc1Oc1coc2cc(OCC(=O)O)ccc2c1=O
    -0.4 | 6 | 1 | i | -0.2 | 19 | 36 | 8 | 2 | 4
COC(=O)[C@H](Cc1ccccc1)NS(=O)(=O)N[C@@H](Cc1ccccc1)C(=O)OC
    -0.4 | 0 | 6 | i | -0.2 | 5 | -3 | -1 | -5 | 21
Cc1ccc(NC(=O)c2cc(S(=O)(=O)N3CCCC3)c[nH]2)c(C)c1
    -0.5 | 2 | 3 | i | 0.7 | 13 | 12 | 1 | -1 | -8

Marked active in DNMT1 inh, of those listed so far:
mol	Tb MetRS inh	SUMO1 PPI mod	NRP1-CendR mod	Neddyl block	LMPTP block	DNMT1 inh	Scp1 inh	NadD inh	SKN-1 block
O=C(CN1C(=O)/C(=C/c2ccco2)SC1=S)NC1CCS(=O)(=O)C1 (centres undefined)	3.9	31	-38	i	6.8	76*	58*	11	14
